Assay outcomes: PubChem, Sanford-Burnham Center for Chemical Genomics
TIM10 inh: growth inhibitors of isogenic TIM10 control yeast, primary screen, counter-screen for tim10-1 yeast inhibitor project, luminescence, uHTS; actives 1.4% (n = 330,000); inhibition, % at 10 µM; S. cerevisiae TIM10 strain growth, BacTiter-Glo luminescence, 24 h;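 active = inhibition of 40% or more at the single tested concentration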;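 also: wild-type TIM10 isogenic control strain grown at permissive 25 °C; 0% = DMSO yeast wells and 100% = minimal medium wells without yeast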
Jurkat NFkB inh: inhibitors of induced NF-kB luciferase reporter, primary screen, TCR NF-kB activation inhibitor project, cell-based, luminescence, uHTS. actives 0.53% (n = 330,000). inhibition, % at 4 µM. AID 435003, 2010. Jurkat, PMA/ionomycin-induced NF-kB luciferase reporter; in the data active = inhibition above about 50%
Mdm2-MdmX inh: inhibitors of human Mdm2-MdmX association, primary screen, cell-based, luminescence, split luciferase, SaOS-2, uHTS. SaOS-2 split-luciferase Mdm2/MdmX complementation. AID 485346, 2010. inhibition, % at 8 µM. Protein Mdm4 (Homo sapiens) + E3 ubiquitin-protein ligase Mdm2 (Homo sapiens), …. actives 3% (n = 330,000);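 active = inhibition of at least 50% at 8 µM in the primary screen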
Target sequence (O15151 whole entry, looked up): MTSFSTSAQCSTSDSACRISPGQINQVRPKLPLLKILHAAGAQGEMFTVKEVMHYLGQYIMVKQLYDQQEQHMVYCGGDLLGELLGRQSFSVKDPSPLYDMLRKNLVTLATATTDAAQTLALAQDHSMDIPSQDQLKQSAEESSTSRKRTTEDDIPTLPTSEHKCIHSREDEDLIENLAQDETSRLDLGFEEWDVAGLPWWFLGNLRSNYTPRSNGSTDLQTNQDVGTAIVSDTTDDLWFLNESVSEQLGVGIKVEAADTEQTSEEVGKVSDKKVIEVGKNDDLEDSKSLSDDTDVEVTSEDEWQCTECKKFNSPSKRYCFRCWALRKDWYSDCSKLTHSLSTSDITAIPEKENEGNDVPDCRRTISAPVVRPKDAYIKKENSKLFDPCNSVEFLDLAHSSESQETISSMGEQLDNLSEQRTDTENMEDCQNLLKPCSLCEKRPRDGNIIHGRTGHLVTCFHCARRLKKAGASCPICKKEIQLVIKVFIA
Target sequence (Q00987 whole entry, looked up): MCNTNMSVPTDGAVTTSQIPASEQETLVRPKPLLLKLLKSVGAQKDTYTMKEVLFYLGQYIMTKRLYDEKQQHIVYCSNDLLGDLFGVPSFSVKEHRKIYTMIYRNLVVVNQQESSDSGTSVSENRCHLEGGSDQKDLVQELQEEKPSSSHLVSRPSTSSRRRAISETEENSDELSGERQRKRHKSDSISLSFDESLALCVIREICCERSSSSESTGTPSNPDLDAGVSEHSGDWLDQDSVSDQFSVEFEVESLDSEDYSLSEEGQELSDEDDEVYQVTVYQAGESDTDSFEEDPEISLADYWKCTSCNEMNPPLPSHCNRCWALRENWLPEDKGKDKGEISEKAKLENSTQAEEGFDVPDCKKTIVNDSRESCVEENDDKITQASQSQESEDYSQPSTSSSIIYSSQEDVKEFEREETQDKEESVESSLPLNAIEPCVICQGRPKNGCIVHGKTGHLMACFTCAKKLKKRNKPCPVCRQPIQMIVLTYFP
tim10-1 inh: growth inhibitors of tim10-1 mutant yeast, primary screen, luminescence, uHTS | S. cerevisiae tim10-1 ts strain growth, BacTiter-Glo, 24 h | inhibition, % at 20 µM | actives 2.2% (n = 330,000) | AID 463190, 2010;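 active = inhibition of at least 40%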;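 also: mutant grown at 25 °C; 0% = DMSO wells with yeast and 100% = wells holding no yeast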
CHOP UPR activ: activators of apoptotic CHOP UPR arm, primary screen, cell-based, CHO-CHOP luciferase reporter, luminescence, uHTS; actives 0.34% (n = 330,000); activation, % at 10 µM; UPR activation; percent of tunicamycin response over DMSO baseline;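 active = at 10 µM dose, activation of 40% or more, normalized to positive control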;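 also: 100% = tunicamycin at 10 µg/mL and 0% = DMSO alone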
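Test system: CHO CHOP reporter cells. Input: 500 CHO-CHOP cells per well. Medium: F12 with 10% FBS. Technique: luciferase luminescence. Measure: percent activation relative to tunicamycin control. Dosing: 10 µM compound, 0.5% DMSO. Timing: 16-18 h cell attachment, then 6 h compound exposure, 37 °C.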
UPR XBP1 act: activators of adaptive XBP1 UPR arm, primary screen, cell-based, CHO-XBP1 luciferase reporter, luminescence, uHTS; IRE1-XBP1 UPR activation; percent of tunicamycin response, DMSO as zero; activation, % at 20 µM; actives 0.33% (n = 330,000);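 active = versus positive control, 20 µM dose yields 30% or more activation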;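 also: 100% = tunicamycin at 10 µg/mL and 0% = DMSO only wells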
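assay system = CHO-XBP1 luciferase reporter cells | amount = 1000 cells/well | buffer or medium = F12 plus 10% FBS | compound dosing = single point, 20 µM final compound, 1% DMSO | incubation = 16-18 h cell attachment at 37 °C, then 6 h compound exposure | detection = Steady-Glo luminescence read | controls = tunicamycin 10 µg/mL and vehicle-only wells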
tim23-1 inh: growth inhibitors of tim23-1 mutant yeast, primary screen, luminescence, uHTS; S. cerevisiae tim23-1 growth, BacTiter-Glo luminescence, 24 h; inhibition, % at 20 µM; actives 1.3% (n = 330,000);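 active = growth inhibition of the mutant yeast at or above 50%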;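 also: temperature-sensitive mutant grown at 25 °C; plate controls were DMSO-treated mutant yeast for no effect and medium wells lacking yeast for full effect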
697 NFkB inh: inhibitors of PMA/ionomycin-induced NF-kB reporter, 697 cells, primary screen, B-cell NF-kB inhibitor project, cell-based, luminescence, uHTS | 697 B-cell NF-kB luciferase reporter, 16 h | inhibition, % at 4 µM | actives 0.33% (n = 330,000); in the data active = inhibition above about 35%
* hit, by the source's call.

SMILES	TIM10 inh	Jurkat NFkB inh	Mdm2-MdmX inh	tim10-1 inh	CHOP UPR activ	UPR XBP1 act	tim23-1 inh	697 NFkB inh
CC1COc2ccccc2N1S(=O)(=O)c1cc(Cl)ccc1Cl (stereo unspecified)	-3	-4	5	-9	-0.6	-4	33	9
O=C(Nc1ccccc1)c1ccc2ccccc2n1	17	-168	-123	-35	3.1	0	13	-22
CCN1C(=NCCOC)N[C@@H](CCc2ccccc2)[C@H](C(=O)OC)[C@H]1C	-8	-3	-14	-23	-0.6	0	0	-14
CC1(C)OC1COc1c2ccoc2cc2oc(=O)ccc12 (stereo unspecified)	13	5	4	9	1.9	6	2	7
O=C(CCc1ccccc1)NNC(=O)C1CCCCC1	-22	-1	8	9	0.0	3	2	13
O=S(=O)(c1ccc(NC(=S)N2CCN(c3ccccc3F)CC2)cc1)N1CCOCC1	16	4	23	20	-1.0	2	-12	-1
CCCCN(C(=O)C1CC(=O)N(Cc2ccc(C)cc2)C1)c1c(N)n(CCCC)c(=O)[nH]c1=O (stereo unspecified)	4	-1	-4	-4	1.2	-1	16	-2
Cc1nn(CC(C)C)c(Cl)c1C(=O)N(C)CC(=O)Nc1c(Cl)cccc1Cl	8	0	-3	13	-0.2	1	9	-1
COC(=O)c1ccc(/C=C(\C#N)c2nc3ccccc3s2)cc1	26	1	0	2	-0.2	2	5	8
CC(C)C(c1nnnn1Cc1ccccc1)N1CCN(Cc2ccco2)CC1 (stereo unspecified)	6	-16	-4	29	0.9	-4	19	-32
Cc1ccccc1C(=O)Nc1ccccn1	-3	-15	14	5	-0.1	-3	12	0
COCCOC(=O)c1c(NC(=O)CN2CCc3ccccc32)sc(C(N)=O)c1C	7	-4	-18	2	-1.6	-3	9	3
Cc1nn(-c2ccccc2)c(N2CCCC2)c1/C=N/Nc1ccc(S(N)(=O)=O)cc1[N+](=O)[O-]	11	7	18	21	1.0	-3	27	-32
O=C(Nc1cccc(-c2cn3ccccc3n2)c1)c1cnccn1	2	-16	-31	13	0.6	5	-3	-77
CC(=O)N(C(C)=O)N1C(=O)c2cccc3c(N4CCOCC4)ccc(c23)C1=O	1	1	23	-4	2.4	-4	21	23
CCN(CC)c1ccc(C=C2C(=O)OC3(CCCC3)OC2=O)cc1	-13	-3	27	35	4.7	-2	20	-12
COc1cc2c(cc1OC)CN(c1nc(-c3cccnc3)nc3ccccc13)CC2	21	-8	2	19	-1.0	9	33	15
Cn1cnnc1SCC(=O)Nc1ccccc1C(=O)NC1CC1	2	8	21	5	-0.3	3	9	0
Cc1ccc(NC(=O)CO/N=C/c2ccc(N(C)C)cc2)cc1	4	13	9	13	-1.9	7	-1	-2
O=C(CN1C(=O)C2C3C=CC(C3)C2C1=O)N1CCc2ccccc2C1 (stereo unspecified)	6	-4	1	23	0.9	-1	33	9
Cc1ccc(C23CC4CC(CC(C(=O)N5CCN(C)CC5)(C4)C2)C3)cc1	14	-14	-4	13	0.7	1	30	-31
NS(=O)(=O)c1ccc(NC(=O)c2ccc3c(c2)OCO3)cc1	-10	-25	12	-9	0.7	6	-1	-2
Cc1ccc(OCCC(=O)Nc2c(C)n(C)n(-c3ccccc3)c2=O)cc1	-11	-4	10	15	-2.3	-2	21	24
CCc1c(O)nc(SC2CC(=O)N(c3ccc(F)c(Cl)c3)C2=O)[nH]c1=O (stereo unspecified)	-8	8	-19	0	2.4	-3	-13	10
Cc1nc(C(=O)Nc2cccc(Cl)c2)nn1-c1cc(OC(C)C)c(Cl)cc1Cl	30	5	17	34	-1.2	-2	24	18

Reformatted: results already given
| Structure | TIM10 inh | Jurkat NFkB inh | Mdm2-MdmX inh | tim10-1 inh | CHOP UPR activ | UPR XBP1 act | tim23-1 inh | 697 NFkB inh |
| --- | --- | --- | --- | --- | --- | --- | --- | --- |
| COC(=O)c1ccc(/C=C(\C#N)c2nc3ccccc3s2)cc1 | 26 | 1 | 0 | 2 | -0.2 | 2 | 5 | 8 |
| CC(C)C(c1nnnn1Cc1ccccc1)N1CCN(Cc2ccco2)CC1 (stereo unspecified) | 6 | -16 | -4 | 29 | 0.9 | -4 | 19 | -32 |

More results follow:
SMILES	TIM10 inh	Jurkat NFkB inh	Mdm2-MdmX inh	tim10-1 inh	CHOP UPR activ	UPR XBP1 act	tim23-1 inh	697 NFkB inh
COc1ccc(/C(C)=N/NC(=O)c2ccncc2)cc1[N+](=O)[O-]	-2	-3	5	7	0.5	-1	6	9
CCOCCCNC(=O)c1ccc(/C=C2\Oc3ccccc3N(C)C2=O)cc1	-6	-11	26	-4	4.4	16	-1	-179
O=C(CNC(=S)N(Cc1ccccc1F)C1CCCCC1)NC1CC1	3	12	6	8	1.5	0	15	15
O=C(CCNS(=O)(=O)c1ccccc1C(F)(F)F)N1CCN(C(c2ccccc2)c2ccccc2)CC1	4	-30	29	0	-0.8	-4	0	-18
CNC(=S)N/N=C(\C)c1cccc([N+](=O)[O-])c1	17	7	17	32	2.2	1	17	7
Cc1cnc(NC(=O)C2CCCC2)s1	22	1	-3	12	-0.8	1	30	10
O=C1c2ccccc2C(=O)N1CSc1nnc2c3ccccc3n(CCc3ccccc3)c2n1	5	3	7	18	-2.4	11	27	-2
N#CC(C#N)=Cc1cccn1-c1ccc(S(N)(=O)=O)cc1	7	-7	10	-4	0.8	-3	-19	-5
COCC(=O)Nc1ccc(N(C)C)cc1	3	-10	-14	7	2.9	5	13	9
CN1CCN(c2cc(N3CCc4ccccc4C3)c(F)cc2[N+](=O)[O-])CC1	30	-3	32	48*	0.4	1	34	5
CCNC(=S)N1CCn2c(nc3ccccc32)C1	-2	8	6	6	1.3	-1	15	-23
O=c1c2ccccc2nc(COc2ccccc2)n1/N=C/c1ccco1	-3	-60	-41	22	3.4	2	20	-41
Cc1cc(Cl)c(OCCCCN2CCOCC2)c(Br)c1	-43	-1	12	-53	-0.1	-1	-24	-3
CC(C)N(Cc1nc(-c2ccccc2)no1)C(=O)Cc1ccccc1	10	2	-35	25	-1.3	3	34	13
COc1ccc(S(=O)(=O)Nc2ccc3c(c2)n(C)c(=O)n3C)cc1OC	-1	10	11	-6	-0.9	0	-10	14
CC1(C)CC(=O)c2cnc(N3CCc4ccccc43)nc2C1	13	-112	-78	10	3.7	2	12	-181
Clc1ccc(C(c2nnnn2C2CCCC2)N2CCN(c3nc4ccccc4s3)CC2)cc1 (stereo unspecified)	26	8	19	27	2.5	-2	7	-9
Cc1nnc(C)n1/N=C/c1c(O)ccc2ccccc12	17	17	-7	-9	-2.3	-4	-2	12
COC(=O)CCNCCSc1nnc(-c2ccco2)n1Cc1ccccc1	-5	-5	5	-14	0.8	1	-6	11
N#Cc1ccc(N2C(=O)[C@@H]3C(C(=O)c4cnccn4)=NN[C@@H]3C2=O)cc1	11	0	-12	17	1.4	2	11	6
CCC(=O)Oc1ccc2c(=O)c(-c3ccc4ccccc4n3)c(CC)oc2c1C	25	1	29	29	1.5	-1	23	6
COc1cc(NC(=S)N2CCCC(CO)C2)c(OC)cc1Cl (stereo unspecified)	7	-6	-14	16	-1.2	-1	5	-3
COc1cccc(CNCCN2CCOCC2)c1OC	6	9	-21	0	-0.6	1	5	17
O=C(COc1ccc(Cl)cc1Cl)OCC(=O)c1ccc[nH]1	14	3	-14	14	-0.2	0	34	9
COCCn1cnnc1SCC(=O)Nc1sc2c(c1C#N)CCC2	-7	-4	-4	5	-0.7	-3	-6	18
The listing continues.
SMILES	TIM10 inh	Jurkat NFkB inh	Mdm2-MdmX inh	tim10-1 inh	CHOP UPR activ	UPR XBP1 act	tim23-1 inh	697 NFkB inh
CCN(CC(=O)Nc1ccccc1C(F)(F)F)C(=O)c1ccc2[nH]c3c(c2c1)CC(C)CC3 (stereo unspecified)	18	-8	-8	28	0.1	-1	35	-25
COc1ccc(CC(=O)O/N=C(\N)Cc2cccc3ccccc23)cc1OC	29	-8	-3	58*	7.0	-1	34	-39
Cc1cc([N+](=O)[O-])nn1CC(=O)N/N=C/c1ccccc1O	-13	4	2	14	6.3	3	10	-8
COc1cc(/C=C/C(=O)OCC(=O)NCC2CCCCC2)ccc1O	12	2	19	15	0.6	-1	19	2
O=C(CSc1ccccn1)N1CCCC(Nc2ccccc2)C1 (stereo unspecified)	5	-10	5	-2	-1.8	-3	15	0
COc1ccc(CCN2C(=O)C(Oc3ccccc3C)C2c2ccc3c(c2)OCO3)cc1 (stereo unspecified)	6	2	15	4	-1.1	-4	-7	-16
C[C@H](O)Cc1cn(-c2cc3cc(C#Cc4ccsc4)ccc3oc2=O)nn1	-22	6	13	-13	1.2	6	-12	11
COc1ccc(NC(=O)C(CC(=O)O)Cc2ccccc2)cc1 (stereo unspecified)	-1	2	-14	12	-1.7	5	-5	2
Cc1ccccc1C(=O)c1cccn1CC(=O)NCCCN1CC(C)CC(C)C1 (stereo unspecified)	1	2	17	-7	0.1	-5	-3	-4
O=C(c1cn[nH]c1)N1CCc2c([nH]c3ccccc23)C1c1c(F)cccc1Cl (stereo unspecified)	11	4	9	13	-0.5	0	10	8
Cc1cccc(NC(=S)N(Cc2cccc(Br)c2)CC2CCC(C(=O)O)CC2)c1 (stereo unspecified)	11	-7	-1	14	-1.3	-2	25	23
CCCC1CCc2c(c3ccccc3[nH]c2=O)O1 (stereo unspecified)	-3	6	29	9	1.4	4	29	11
COc1ccc(-c2nn(-c3ccccc3)cc2C#N)cc1	11	-72	-75	15	4.8	2	21	-65
CCNc1sc(C(=O)c2cccs2)c(N)c1-c1nc2ccccc2s1	45*	-42	-19	53*	0.2	9	72*	-94
COc1ccc(-c2ccc(CCC(=O)O)n2NC(N)=O)cc1	-12	-15	-49	-1	-0.6	1	4	13
C=CCn1c(SCC(=O)NC2CCCCC2)nnc1C1CCCCC1	6	-4	19	18	-3.7	-1	22	16
CCOc1ccc(CCNC(=O)C(CC)n2nc(C)n3c(cc4sccc43)c2=O)cc1OCC (stereo unspecified)	13	-6	-13	6	0.0	-1	30	-15
CC(=O)c1c(C)[nH]c(C(=O)OC2CCCCC2=O)c1C (stereo unspecified)	-11	-9	5	27	2.8	0	16	-12
Fc1ccc(-c2n[nH]c(=S)c3ccccc23)cc1	9	-3	8	-14	-1.7	-3	7	-5
CC(C)=C1SC(N2CCOCC2)=NC1=O	-1	-3	6	8	1.3	1	10	-9
COc1cc(=O)[nH]c(SC(C)C(=O)Nc2cc(C)on2)n1 (stereo unspecified)	-17	2	-16	3	0.6	0	8	22
CC(C)Cc1cc(C(=O)Nc2cc(Br)ccc2O)no1	3	-28	-68	12	7.3	3	28	-119
O=C(CSc1nnc(C2CC2)n1-c1ccccc1)NCc1ccco1	4	17	23	3	-1.0	0	10	14
O=C(COC(=O)C1=COCCO1)Nc1ccc(Br)cc1Br	7	-45	2	6	1.3	5	5	-9

Given field by field: part of the list above.
COc1ccc(NC(=O)C(CC(=O)O)Cc2ccccc2)cc1 (stereo unspecified)
  TIM10 inh = -1
  Jurkat NFkB inh = 2
  Mdm2-MdmX inh = -14
  tim10-1 inh = 12
  CHOP UPR activ = -1.7
  UPR XBP1 act = 5
  tim23-1 inh = -5
  697 NFkB inh = 2
Cc1ccccc1C(=O)c1cccn1CC(=O)NCCCN1CC(C)CC(C)C1 (stereo unspecified)
  TIM10 inh = 1
  Jurkat NFkB inh = 2
  Mdm2-MdmX inh = 17
  tim10-1 inh = -7
  CHOP UPR activ = 0.1
  UPR XBP1 act = -5
  tim23-1 inh = -3
  697 NFkB inh = -4
